From PubChem BioAssay
NPC1 prom act – qHTS Assay for NPC1 Promoter Activators; Huh7 NPC1 promoter luciferase reporter, 24 h; Potency, µM (series often up to 9.22 µM), inactives show top-dose activation, actives largely listed as activators; 320,000 compounds, 2.4% hits; AID 485313, 2010;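 also: potency is read from the fitted curve at half-maximal effect; % of control where 0% means no effect; nearly all actives have a fitted effect of over 60% in size; reporter is driven by a mutant NPC1 promoter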
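Huh7 cells stably carrying NPC1 promoter–luciferase, plated in Opti-MEM with 10% FBS for 2 h, were exposed to compound in DMSO for 24 h at 37 °C; luciferase reagent was added for 10 min and luminescence read.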
Mito fusion yeast – qHTS Assay for Small Molecule Inhibitors of Mitochondrial Division or Activators of Mitochondrial Fusion. Potency, µM (highest dose often 46.1 µM), without a hit: top-dose growth rescue (activation), usual class: activators. S. cerevisiae fusion-defective mutant growth rescue, CellTiterGlo 48 h. 320,000 compounds, 0.23% hits;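 also: potency is read from the fitted curve at half-maximal effect; % of control where 0% means no effect; nearly all actives have a fitted effect of over 45% in size; temperature-sensitive fusion mutants such as fzo1-1 at 37 °C on non-fermentable ethanol glycerol medium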
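Compounds are tested for their ability to restore growth of mitochondrial fusion-defective yeast strains at non-permissive 37C in YPEG medium over 48 hours. Viability is quantified by luciferase luminescence.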
ELG1 DNA repair – qHTS screen for small molecules that inhibit ELG1-dependent DNA repair in human embryonic kidney (HEK293T) cells expressing luciferase-tagged ELG1. HEK293T ELG1-luciferase reporter, luminescence, 16 h; DNA damage induced by 5-fluorouridine. Potency, µM (highest dose often 46.1 µM), inactives show at the top dose activity change, negative = inhibition, usual class: inhibitors. 330,000 compounds, 2.3% hits; also: potency is read from the fitted curve at half-maximal effect; % is scaled to controls: 0 for no effect and ±100 for the full control effect; nearly all actives have a fitted effect of over 55% in size
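5-Fluorouridine DNA damage + compound/DMSO, 2,000 cells/well, 16 h, 37 °C/5% CO2. ONE-Glo, 30 min RT, luminescence. Readout = decrease in reporter signal.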
KCNH2 3.1 block – qHTS for Inhibitors of KCHN2 3.1: Mutant qHTS; activity change, % (tested at about 1.8 µM); 340,000 compounds, 0.95% hits; U2OS KCNH2 3.1, thallium flux FluxOr; hits give low values; Potassium voltage-gated channel subfamily H member 2, brain isoform KCNH2 3.1 (human);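 active = maximum activity change below -70%; inconclusive = maximum activity change from -70% to -50%; inactive = maximum activity change above -50%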;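 also: thallium influx rate constant from kinetic fluorescence after stimulation buffer; % is scaled to controls: 0 for no effect and ±100 for the full control effect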
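Kinetic fluorescence (2 min after stimulation buffer) measures Tl+ influx through KCNH2 3.1 expressed by viral transduction in U2OS cells; the rate constant is normalized against DMSO controls serving as positive and negative references.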
PKM2 activator – qHTS Assay for Activators of Human Muscle isoform 2 Pyruvate Kinase | AID 1631, 2009 | purified PKM2, Kinase-Glo ATP luminescence, activation; response scale: 0% is enzyme alone, no compound | Pyruvate kinase PKM (Homo sapiens), P14618 | Potency, µM (highest dose often 57.5 µM), for inactives: at the highest dose activation, usual class: activators | 260,000 compounds, 0.34% hits; also: potency is read from the fitted curve at half-maximal effect; % is scaled to controls: 0 for no effect and ±100 for the full control effect; nearly all actives have a fitted effect of over 55% in size
Target sequence (P14618 whole entry, looked up, canonical isoform): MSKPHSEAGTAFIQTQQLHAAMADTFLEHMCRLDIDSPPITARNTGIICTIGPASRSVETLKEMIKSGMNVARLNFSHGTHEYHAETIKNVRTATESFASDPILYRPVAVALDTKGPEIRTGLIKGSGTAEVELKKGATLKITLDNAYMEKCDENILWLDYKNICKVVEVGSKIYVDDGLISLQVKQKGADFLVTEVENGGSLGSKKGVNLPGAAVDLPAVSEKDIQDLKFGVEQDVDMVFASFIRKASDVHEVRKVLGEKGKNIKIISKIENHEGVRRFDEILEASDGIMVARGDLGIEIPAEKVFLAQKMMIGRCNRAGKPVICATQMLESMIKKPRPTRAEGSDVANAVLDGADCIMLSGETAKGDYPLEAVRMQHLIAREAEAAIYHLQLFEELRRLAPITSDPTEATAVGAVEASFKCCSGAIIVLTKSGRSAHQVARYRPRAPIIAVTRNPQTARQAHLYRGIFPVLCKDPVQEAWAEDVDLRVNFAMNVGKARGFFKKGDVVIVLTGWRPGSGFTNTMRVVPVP
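Kinase-Glo luminescence reports ATP generated from ADP (0.1 mM) and PEP (0.5 mM) by purified hPK-M2 after 1 h at room temperature, pH 7.2 imidazole buffer; intermediate enzyme activity allows detecting inhibitors and activators.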
FLuc modulator – qHTS profiling assay for firefly luciferase inhibitor/activator using purifed enzyme and Km concentrations of substrates (counterscreen for miR-21 project); purified FLuc, Km substrates, luminescence inhibition; Potency, µM (top dose mostly 57.5 µM), for the others: at the top dose activity change, negative = inhibition, most hits filed as inhibitors; 360,000 compounds, 6.9% hits;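 also: potency is read from the fitted curve at half-maximal effect; plate controls were vehicle for no effect and reference inhibitor for full effect; nearly all actives have a fitted effect of over 55% in size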
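Biochemical qHTS of compounds, final roughly 60 µM downward over six points, against 10 nM purified firefly luciferase using Km concentrations of substrates (10 uM D-luciferin, 10 uM ATP) in Tris acetate pH 7.5 buffer; luminescence output.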
MBNL1 CUG block – qHTS Assay for Inhibitors of MBNL1-poly(CUG) RNA binding. TR-FRET MBNL1-His/biotin-(CUG)12 binding, 665/545 ratio. Potency, µM (top dose mostly 57.5 µM), for inactives: top-dose activity change, negative = inhibition, actives largely listed as inhibitors. 280,000 compounds, 0.036% hits; active = well fitted inhibition curve with a large enough effect in the signal ratio, with a control signal flat, not every such curve was filed as active; inconclusive = small, poorly fitted or top-dose-only effect, or effect the other way, or a change in a side signal; inactive = no such curve, though single readings can be large or run the other way; the % refers to the signal ratio; also: potency is read from the fitted curve at half-maximal effect; % is scaled to controls: 0 for no effect and ±100 for the full control effect
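TR-FRET between His-tagged MBNL1 and biotin-(CUG)12 RNA, detected with Tb anti-His antibody (0.055 ng/ul) and streptavidin-XL665 (5 nM), 60 min at room temperature. Compounds titrated 92 nM to 58 uM; 665/545 nm ratio normalized to buffer and complex controls.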
Rab9 prom act – qHTS Assay for Rab9 Promoter Activators; Huh7 Rab9 promoter-luciferase reporter, luminescence, 24 h; 320,000 compounds, 2.8% hits; Potency, µM (titrated, usually from 9.22 µM), for the others: top-dose activation, negative = inhibition, hits mostly activators; also: potency is read from the fitted curve at half-maximal effect; % of control where 0% means no effect; nearly all actives have a fitted effect of over 60% in size
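Cells were plated at 1500 per well in reduced-serum medium with 10% FBS and left 2 h. Compound in DMSO was then added for 24 h at 37 °C. Reporter signal was read by luminescence after 10 min with luciferase detection reagent.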
Gal4-VP16 FLuc – VP16 counterscreen qHTS for inhibitors of ROR gamma transcriptional activity; Drosophila S2 Gal4-VP16 UAS-luciferase, luminescence, 20 h; Potency, µM (titrated, usually from 53.6 µM), inactives show top-dose activity, negative = inhibition, most hits filed as inhibitors; 310,000 compounds, 3.5% hits; AID 2546, 2010;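 also: Gal4-VP16 expression switched on by copper sulfate through the metallothionein promoter; potency is read from the fitted curve at half-maximal effect; % is scaled to controls: 0 for no effect and ±100 for the full control effect; nearly all actives have a fitted effect of over 50% in size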
Menin-MLL TR inh – qHTS Assay for Inhibitors Targeting the Menin-MLL Interaction in MLL Related Leukemias: Competition With Texas Red Labeled MLL-derived Mutant Peptide | AID 1768, 2009 | Potency, µM (series often up to 61.6 µM), without a hit: at the top dose FP activity change, negative = inhibition, usual class: inhibitors | Menin + Texas Red MLL mutant peptide, fluorescence polarization | 270,000 compounds, 0.23% hits | O00255; active = well fitted inhibition curve with a large enough effect in the polarisation, with a control signal flat, not every such curve was filed as active; inconclusive = small, poorly fitted or top-dose-only effect, or effect the other way, or a change in a side signal; inactive = no such curve, though single readings can be large or run the other way; the % refers to the polarisation; also: potency is read from the fitted curve at half-maximal effect; % of control where 0% means no effect; many of its hits are not listed in these tables
RORgamma inh – qHTS for inhibitors of ROR gamma transcriptional activity; Drosophila S2 Gal4-RORgamma UAS-luciferase reporter, 20 h; 310,000 compounds, 5.4% hits; Potency, µM (highest dose often 53.6 µM), without a hit: at the top dose activity change, negative = inhibition, actives largely listed as inhibitors; Nuclear receptor ROR-gamma (Mus musculus), P51450; also: potency is read from the fitted curve at half-maximal effect; % is scaled to controls: 0 for no effect and ±100 for the full control effect; nearly all actives have a fitted effect of over 60% in size
Target sequence (P51450 whole entry, looked up, the tested form may be a part): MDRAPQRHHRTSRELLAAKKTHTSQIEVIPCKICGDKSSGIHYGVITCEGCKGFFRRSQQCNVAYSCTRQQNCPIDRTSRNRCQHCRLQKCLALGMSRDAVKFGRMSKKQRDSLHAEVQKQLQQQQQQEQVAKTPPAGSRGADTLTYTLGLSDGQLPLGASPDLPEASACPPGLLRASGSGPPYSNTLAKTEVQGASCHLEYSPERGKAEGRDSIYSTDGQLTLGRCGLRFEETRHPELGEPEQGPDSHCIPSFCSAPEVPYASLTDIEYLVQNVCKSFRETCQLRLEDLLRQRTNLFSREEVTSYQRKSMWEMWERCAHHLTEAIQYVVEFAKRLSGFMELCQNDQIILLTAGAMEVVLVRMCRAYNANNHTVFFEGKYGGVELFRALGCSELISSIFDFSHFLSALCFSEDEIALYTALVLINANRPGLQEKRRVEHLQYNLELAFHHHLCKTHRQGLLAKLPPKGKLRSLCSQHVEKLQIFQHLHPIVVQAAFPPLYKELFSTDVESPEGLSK
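Read-out: Photinus luciferase luminescence; inhibitors lower reporter signal. Insect Schneider cells with Gal4-ROR gamma fusion under metallothionein promoter, UAS reporter; 700 uM final copper sulfate induction, 20 hr, ambient temperature.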
Numbers without * were called inactive; ? = inconclusive; nt = not tested or not shown; & = joins results of further samples; [ ] = dose if it differs, or a comment. Unless noted, calls follow the shape of the dose curve; as a rule, active = well fitted curve in the direction sought with a large enough effect; inconclusive = small, poorly fitted or top-dose-only effect, or another doubt; inactive = no such curve, though single readings can be large; an effect the other way counts as inactive or inconclusive. Not all compounds are listed; count on the stated rates, not on these rows.

canonical_smiles,NPC1 prom act,Mito fusion yeast,ELG1 DNA repair,KCNH2 3.1 block,PKM2 activator,FLuc modulator,MBNL1 CUG block,Rab9 prom act,Gal4-VP16 FLuc,Menin-MLL TR inh,RORgamma inh
Cc1[nH]c2ccccc2c1/C=N/NC(=O)Nc1ccccc1,15.9%,5.1%,7.2%,-2.7,nt,-18.1%,-5.3%,20.3%,?,?,?
COc1cccc(C(=O)N2N=C(c3cccc(OC)c3)CC2(O)C(F)(F)F)c1 (stereo unspecified),-3.2%,1.9%,9.2%,-0.6,2.9%,0.0%,1.8%,2.6%,-18.2%,nt,11.2µM*
CCOC(=O)N1CCN(C(=O)CCNS(=O)(=O)c2cc(Br)cnc2N)CC1,-0.8%,1.5%,-3.6%,-20.2,-5.0%,6.5%,-2.1%,3.7%,-3.7%,0.4%,35.3%
COc1ccc(-c2nnc(SCC(=O)NCCc3ccccc3)o2)cc1,0.2%,-2.0%,-4.2%,1.7,0.2%,4.0%,?,-1.2%,-16.1%,-17.3%,-21.7%
O=C(Nc1ccc(S(=O)(=O)N2CCCCC2)cc1)c1ccccc1Cl,-2.5%,2.8%,-24.9%,-6.5,4.6%,-1.1%,-6.4%,9.8%,-29.6%,-9.4%,19.2%
CC(=O)c1ccc(NC(=O)C(C)NCc2ccccc2Cl)cc1 (stereo unspecified),-2.8%,-10.9%,-3.8%,-1.8,-1.6%,2.4%,-2.3%,11.0%,?,-3.4%,23.1%
CCn1c(SCC(=O)Nc2cccc(OC)c2)nc2ccccc2c1=O,-1.3%,3.4%,23.1µM*,8.7,11.5%,-0.5%,9.6%,-1.8%,-2.2%,-8.0%,?
Cc1nn(CC(=O)N(C)C2CCS(=O)(=O)C2)c(C)c1S(=O)(=O)N(C)C (stereo unspecified),-4.2%,3.3%,13.5%,0.3,nt,4.4%,nt,0.7%,nt,nt,nt
CC(=O)c1cn(CCCCCCCCCCn2cc(C(C)=O)c(=O)[nH]c2=O)c(=O)[nH]c1=O,-5.9%,-0.9%,0.8%,nt,-1.0%,2.8%,0.4%,-12.2%,-2.7%,2.2%,7.9%
O=C(NCCCn1ccnc1)C(=O)NCC(c1ccco1)N1CCN(c2ccccc2)CC1 (stereo unspecified),-1.6%,0.2%,-1.6%,11.1,-4.7%,-1.8%,1.3%,1.5%,5.5%,-10.5%,-20.8%
COc1ccc(CC(=O)NC(c2ccccc2)c2ccccc2)cc1S(=O)(=O)N1CCOCC1,1.4%,-0.1%,?,2.4,2.6%,2.0%,1.4%,-1.9%,-4.3%,-14.1%,-7.8%
O=C(CN1CCCN(S(=O)(=O)c2ccc(F)cc2)CC1)Nc1c(Cl)cccc1Cl,1.5%,?,?,9.8,10.9%,4.1%,-3.1%,4.8%,-9.1%,-9.5%,36.2%
COc1ccc(Nc2cc(Cl)ccc2C(=O)O)cn1,-2.2%,31.3%,10.8%,8.7,-5.8%,?,-5.3%,-1.0%,0.7%,?,1.9%
Cc1nc2ccccn2c1/C(O)=C1\C(=O)C(=O)N(CCN2CCOCC2)C1c1ccncc1 (stereo unspecified),1.6%,1.1%,?,2.8,-2.9%,-1.4%,-20.8%,5.8%,-2.4%,4.3%,-13.3%
CC(=O)c1c(N2CCOCC2)nc2ccc(Cl)cc2c1-c1ccccc1,-0.2%,6.3%,?,-6.4,1.7%,-2.7%,-14.1%,-11.6%,-1.3%,nt,?
CCOc1ccc(C(CCc2ccccc2)NC(=O)c2ccccc2F)cc1OCC (stereo unspecified),-4.7%,0.2%,?,-28.0,-3.5%,1.5%,1.6%,-1.5%,2.2%,?,13.8%
Cc1ccc(S(=O)(=O)NNC(=O)Nc2cccc3ccccc23)cc1,-1.3%,0.7%,-5.4%,-18.1,-1.0%,4.6%,-13.0%,-16.2%,-24.0%,-22.2%,2.1%
COc1ccc(COCC(O)CN2CCC(CN3C(=O)c4cccc5cccc(c45)C3=O)CC2)cc1OC (stereo unspecified),-0.7%,-13.1%,?,-5.7,1.1%,2.2%,?,-5.3%,-11.1%,-5.1%,3.8%
Clc1ccccc1Cn1nnc(-c2ccccc2)n1,26.7%,0.8%,?,-12.4,0.7%,21.3µM*,-3.5%,?,24.6%,-25.4%,-5.7%
O=C(CN1CCN(S(=O)(=O)c2ccc(Br)cc2)CC1)N/N=C/c1ccc(Cl)c([N+](=O)[O-])c1,1.0%,11.8%,?,?,2.6%,0.6%,nt,-5.0%,-18.0%,30.1%[activator],?
COc1ccc(C(C(=O)NC2CCCCC2)N(CC2CCCO2)C(=O)C2COc3ccccc3O2)cc1OC (stereo unspecified),-7.0%,-1.4%,9.1%,4.9,0.0%,1.0%,-11.1%,-2.6%,-1.3%,-21.6%,23.9%
COC(=O)c1ccc(Cn2c(O)c(N=O)c3ccccc32)o1,-0.6%,4.7%,8.0%,11.1,0.1%,-1.1%,?,1.3%,-20.5%,-1.2%,35.2%
O=C(NCCc1ccccc1)c1ccccc1SCC(=O)N1CCCC1,23.2%,-3.6%,?,-10.9,-5.7%,?,-0.1%,28.7%,nt,-1.1%,nt
CC1CCN(CCCNC(=O)CN2C(=O)CSc3ccc(S(=O)(=O)N4CCCCC4)cc32)CC1,-4.9%,-7.4%,14.4%,8.8,nt,-0.6%&0.8%,-1.1%,-3.0%,4.1%,0.8%,-15.4%
CC(=O)Nc1sc(-c2ccc(Cl)cc2)nc1-c1ccccc1,-7.4%,-3.3%,12.6%,-0.5,1.2%,-14.2%,2.7%,-3.4%,-1.9%,nt,21.1%
COc1ccc(C2(C)NC(=O)N(CC(=O)c3cc(C)n(C4CC4)c3C)C2=O)cc1OC (stereo unspecified),1.2%,-3.0%,-13.9%,19.1,nt,1.8%,nt,-4.6%,nt,nt,nt
O=C(NC1CCCCC1)C(c1ccccc1F)N(C(=O)c1csnn1)C1CCCC1 (stereo unspecified),-37.4%[inhibitor],?,5.0%,-10.8,nt,0.8%,-9.7%,8.5%,4.3%,-21.5%,-32.4%
CCOC(=O)c1cc(NC(=O)Nc2nccs2)c(C)nc1C,-2.3%,-7.6%,?,17.6,4.1%,-10.8%,nt,-4.8%,-8.6%,-2.7%,?
O=C(Nc1ccc(F)cc1F)c1cc(Cl)sc1Cl,0.9%,-1.0%,?,-9.6,nt,?,1.9%,10.9%,?,-5.7%,34.4%
CCOC(=O)c1ccccc1NC(=O)COC(=O)Cc1ccccc1F,-4.4%,18.7%,16.0%,-10.6,nt,-10.3%,nt,-6.5%,nt,nt,nt
CCN(CC)C(=O)CC(c1ccc2c(c1)OCO2)c1c(OC)cc(OC)c2c(-c3ccccc3)cc(=O)oc12 (stereo unspecified),-8.7%,-36.0%[inhibitor],-9.7%,7.3,1.5%,?,4.5%,-7.3%,3.8%&-6.5%,-22.2%,37.7%&8.7%
CCCC(=O)NC(=S)Nc1ccccc1F,-4.3%,-9.2%,?,-19.3,0.2%,-7.5%,-1.3%,-3.0%,?,4.9%,3.98µM*
O=C(CSc1nc(-c2cccs2)cc(C(F)(F)F)n1)NCc1ccccc1,9.2%,7.0%,-16.6%,-7.9,2.8%,0.0%,32.7%[activator],-4.6%,5.7%,5.5%,-31.2%
Cc1ccc([N+](=O)[O-])cc1S(=O)(=O)NCCc1c(C)[nH]c2ccccc12,-1.0%,-0.6%,-18.6%,-0.6,1.6%,-0.8%,?,-14.1%,?,?,25.4%
Cc1ccc(/C=N/N=C/c2ccc(C)s2)s1,1.58µM*,-3.2%,?,-6.3,-3.9%,0.675µM*,?,2.24µM*,-23.6%,1.3%,7.94µM*
